Screens (PubChem)
M. tuberculosis HTS – M. tuberculosis growth inhibition, HTS (AID 449762) | M. tuberculosis H37Rv growth inhibition, 7H9 media; higher % means a stronger effect | inhibition, % at 25 µM, or IC50 in µM where a hit was titrated | hit rate 0.59% among 330,000; in the data active means a potency from the dose series; inconclusive means inhibition above about 70% without an active follow-up result;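 further: bacterial growth assessed after seven days of incubation; strong numbers were not always called active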
PhoP GFP inhibition – PhoP regulon inhibitors, Salmonella typhi PhoP promoter GFP reporter, confirmatory (AID 1850) | hit rate 0.33% among 310,000 | inhibition, % at 50 µM, or IC50 in µM where a hit was titrated | Salmonella Typhi PhoP-promoter GFP reporter, fluorescence, 4 h; higher % means a stronger effect; in the data active means a potency from the dose series; inconclusive means inhibition mostly from about 25% at the one dose, without a potency; inactive means the rest, 99 in 100 with inhibition below about 19%;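 further: 0% = induced wells with vehicle and 100% = uninduced wells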
H1N1 NS1A inhibition – H1N1 influenza NS1A inhibitors, functional cell based assay (AID 504329) | NS1A functional cell-based assay, percent inhibition; higher % means a stronger effect | inhibition, % at 12.5 µM; hits with a dose series show IC50 in µM | hit rate 0.3% among 340,000; in the data active means a potency from the dose series; inconclusive means inhibition above about 27% without an active follow-up result; further: strong numbers were not always called active
inhibitors of VEEV – inhibitors of VEEV TC-83 cytopathic effect, confirmation, Vero cells (AID 588727). Vero cells, VEEV TC-83 cytopathic effect inhibition; higher % means a stronger effect. one-dose inhibition, % at 20 µM; IC50 in µM for titrated hits. hit rate 0.13% among 350,000; in the data active means a potency from the dose series; inconclusive means inhibition mostly from about 14% at the one dose, without a potency; inactive means the rest, 99 in 100 with inhibition below about 12%; further: strong numbers were not always called active
M. tuberculosis – growth inhibition of non-replicating M. tuberculosis (AID 488890) | Mycobacterium tuberculosis non-replicating, growth inhibition; higher % means a stronger effect | hit rate 0.39% among 320,000 | inhibition, % at 25 µM, or IC50 in µM where a hit was titrated; in the data active means a potency from the dose series; inconclusive means inhibition mostly from about 82% at the one dose, without a potency; inactive means the rest, 99 in 100 with inhibition below about 76%;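 further: plate controls were DMSO cells for no effect and high antibiotic wells for full effect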
inhibitors of VEEV 10K pilot screen – recorded beside inhibitors of VEEV, whose call it bears; inhibition, %; measured here: 10K pilot screen inhibition
Starred values were filed as active, the others as inactive; i = inactive; ? = inconclusive; · = not tested or not shown.

SMILES | M. tuberculosis HTS | PhoP GFP inhibition | H1N1 NS1A inhibition | inhibitors of VEEV | M. tuberculosis | others
O=C(COC(=O)Cn1cnc2ccccc21)NCc1ccc(F)cc1 | 10% | -16% | -12% | 0.8% | -12%
COc1ccc(N2C(=O)CC(N(CCc3ccc(OC)c(OC)c3)C(=S)Nc3ccccc3)C2=O)cc1 (stereo not drawn) | -2% | 1% | -3% | 4.8% | 3%
O=C(O)c1ccc(N/N=C/C2=C(N3CCOCC3)C(=C\c3ccccc3)/CC2)cc1 | 1% | 0% | 9% | 4.7% | 74%
COc1ccccc1NS(=O)(=O)c1ccc(C(=O)NCC(c2ccccc2OC)N2CCCC2)cc1 (stereo not drawn) | · | · | -7% | 0.4% | ·
CC(C)C[C@H]1CN=C(Nc2ccccc2)N1CCC(C)c1ccccc1 (stereo partly drawn) | 20% | -1% | -1% | i | 67%
O=C(Nc1ccc2c(c1)OCO2)c1cnn2c(C(F)(F)F)cc(-c3ccco3)nc12 | -9% | 2% | 7% | 3.7% | 12%
Clc1ccc(Cn2ncc3c(NCCN4CCOCC4)ncnc32)cc1 | -11% | -5% | 1% | i | -1%
COc1cc(OC)cc(C(=O)NCCNc2nc3cc(C)cc(C)c3cc2C#N)c1 | -3% | -6% | -6% | 1.0% | 9%
O=[N+]([O-])c1ccccc1OCC(O)CNC1CCCC1 (stereo not drawn) | 9% | 7% | 3% | i | 8%
COc1cc(C(=O)OCCC(C)C)cc(OC)c1O | 10% | -8% | 2% | i | 16%
Cn1c(-c2ccc(C=O)s2)nc2ccccc21 | 38% | -7% | -10% | i | ?
COc1ccc(C(=O)Nc2cc(-c3nn4c(C)nnc4s3)ccc2C)cc1 | 8% | -1% | 0% | 1.9% | -8%
CC(=O)Nc1cccc(NC(=O)C2CCCN2C(=O)Nc2ccccc2C)c1 (stereo not drawn) | 1% | -6% | -4% | i | -6%
CCC1CCCCN1CC(=O)c1ccc(OC(F)F)cc1 (stereo not drawn) | -6% | 3% | -7% | 0.1% | -32%
Cc1cc2cc(C(c3nnnn3CC3CCCO3)N3CCCc4ccccc43)c(=O)[nH]c2cc1C (stereo not drawn) | · | · | 7% | 7.9% | ·
C[C@@H](C(=O)N=c1sc2ccccc2n1C)N1C(=O)C2CC=CCC2C1=O (stereo partly drawn) | · | · | -1% | 3.4% | ·
CC(C)Cn1c(N)cc(=O)n(C)c1=O | -5% | -1% | -3% | 1.8% | -17%
Cc1ccnc(NC(=O)CCS(=O)(=O)c2ccccc2)c1 | 1% | -7% | 8% | i | 1%
Nc1nc2ccccc2n1/N=C/c1ccc(Br)cc1 | 12µM* | -10% | -9% | 0.9% | ?
O=C(NC(=S)N1CCOCC1)c1ccc(F)cc1 | -6% | -13% | -5% | 2.1% | 24%
Cc1ccsc1/C=N\Nc1cn[nH]c(=O)c1Cl | -6% | -13% | 11% | 5.1% | 4%
CC(C)(C)NS(=O)(=O)c1ccc(/C=C/C(=O)O)cc1 | 4% | 2% | -14% | 1.1% | -3%
O=C1Nc2cc(C(=O)NCCCN3CCCC3)ccc2S/C1=C/c1ccccc1F | 2% | 0% | 5% | i | 76%
O=C(c1nc(SCc2ccc([N+](=O)[O-])cc2)n2ccccc12)C(F)(F)F | -3% | 12% | 1% | 0.1% | 31%
CCn1cc([N+](=O)[O-])c(C(=O)Nc2ccn(Cc3ccccc3)n2)n1 | 8% | 3% | -1% | 2.5% | -3%
CCCC(=O)Nc1cc(S(=O)(=O)N2CCOCC2)ccc1N1CCCCC1 | 2% | · | 1% | i | 10%
O=C1c2ccccc2C2(c3ccccc3)N1CCN2C(=O)C(Cl)(Cl)Cl (stereo not drawn) | 18% | 1% | 0% | 1.6% | 11%
O=C(CCc1ccc(S(=O)(=O)N2CCOCC2)cc1)Nc1cc(Cl)ccc1N1CCOCC1 | -2% | 1% | 5% | 4.0% | 15%
COc1ccccc1-c1nn(Cc2ccccc2)cc1/C=C/C(=O)O | -4% | -4% | -8% | i | 3%
O=C(CCCN1C(=O)/C(=C\c2cccs2)SC1=S)Nc1cccnc1 | 3% | -8% | 2% | 0.9% | 12%
CC(C)(CO)NCc1cccs1 | 0% | -7% | 8% | 0.3% | -31%
O=C(Nc1ccc2snnc2c1)Nc1cccc2ccccc12 | -8% | -2% | -2% | 5.8% | -2%
COc1cc(C(=O)COC(=O)c2c(C)noc2C)cc(OC)c1OC | 8% | · | -3% | 6.0% | 6%
Cc1ccc(CNC(=O)CNC(=O)c2c(C)nn(C)c2Cl)cc1 | 0% | 11% | -7% | 1.8% | -3%
CC(C)C(NC(=O)c1ccc(F)cc1)C(=O)N1CCN(C(=O)c2ccco2)CC1 (stereo not drawn) | -5% | · | -5% | 1.1% | -4%
Cc1ccc2nc(-c3ccccc3)nc(SC(C)C(=O)NCc3cccs3)c2c1 (stereo not drawn) | 6% | -1% | · | · | 2%
O=C(COc1ccc(F)cc1)NCCNC(=O)COc1ccc(F)cc1 | -2% | · | -8% | 2.0% | 16%
Cn1c2c(c(=O)n(C)c1=O)CN(CCN1CCNCC1)CN2 | 2% | -2% | 0% | 0.1% | -5%
O=C(c1cn(-c2ccccc2)nc1-c1ccc(F)cc1)N1CCOCC1 | 5% | -2% | 4% | 7.6% | 3%
CCOC(=O)C(NC(=O)Nc1ccc(C(N)=O)cc1)(c1ccccc1)C(F)(F)F (stereo not drawn) | -6% | 1% | -15% | 0.4% | -1%
COc1ccc(Nc2nc(-c3c(C)nc4ncccn34)cs2)cc1 | · | · | 3% | 8.2% | ·
O=C(Nc1nc2c(s1)CCCC2)c1cc(-c2ccccc2)nc2ccccc12 | 66% | 2% | -7% | 9.4% | 14%
Cc1cccc(OCCCC(=O)Nc2nc3ccccc3[nH]2)c1 | ? | -9% | -7% | ? | 63%
O=C(NC1CCCc2ccccc21)c1ccccc1Br (stereo not drawn) | -1% | -10% | -6% | i | 13%
CC1CCCCN1C(=O)COC(=O)C1CCN(S(=O)(=O)c2ccc3c(c2)OCCO3)CC1 (stereo not drawn) | -7% | 2% | -2% | 2.7% | -4%
C=CCN1C(=O)CN=C1Nc1ccc(F)cc1 | 0% | 6% | -21% | 0.3% | -25%
O=S(=O)(NC1=NCCCCCC1)c1cccs1 | -11% | -1% | -5% | i | -9%
O=S(=O)(c1ccccc1)N1N=C(c2cccs2)CC1c1cccc(O)c1 (stereo not drawn) | -6% | -4% | -3% | 8.0% | 8%
NC(=S)N/N=C/C=C/c1ccccc1 | ? | -3% | -2% | 0.6% | ?
O=c1c2cc(Br)cc(Br)c2oc2nc3n(c(=O)c12)CCCS3 | 5.9µM* | 11% | · | · | ?
Cc1ccc(N(C(=O)c2snc(C(N)=O)c2N)C(C(=O)NC2CCCC2)c2ccco2)cc1 (stereo not drawn) | · | · | -19% | 8.2% | ·
CC(C)c1ccccc1NC(=O)C1C2C=CC(C2)C1C(=O)O (stereo not drawn) | -6% | -8% | 0% | 1.2% | -11%
COc1cc(OC)cc(C(=O)NCCN2CCOCC2)c1 | -4% | 3% | 0% | 2.1% | -1%
Cc1cc(C)nc(N2N=C(C(C)(C)C)CC2=O)n1 | -3% | -3% | 2% | 1.5% | 3%
COc1ccc(NC(=O)CN(C)C(=O)Cc2n[nH]c(=O)c3ccccc23)cc1 | -8% | 3% | 0% | 0.3% | -14%
CC(C)(C)OC(=O)C[C@@H]1C/C=C\C[C@@H](CC(=O)NCCO)C(=O)N2CCC[C@H]2COC1=O | 7% | · | 1% | 0.1% | -16%
C=C(COC(=O)CCC(=O)O)CC1CC(O)[C@]2(C)OC3CC4OC5C[C@]6(C)O[C@]7(C)CCC8OC9C[C@]%10(C)OC%11C(C)=CC(=O)OC%11CC%10OC9C[C@@H](C)C8OC7CC6O[C@]5(C)C/C=C\C4OC3CC2O1 (stereo partly drawn) | 2% | · | 0% | 0.5% | 18% | inhibitors of VEEV 10K pilot screen=1.1
CCN1CCN(Cc2c3ccccc3cc3ccccc23)CC1 | -5% | 6% | -4% | 2.4% | 48%
Cc1ccc(C(=O)Nc2nc(N)n(-c3ccccc3)n2)cc1 | 1% | 5% | · | 2.2% | 8%
O=C(O)Cn1nnnc1SCC(=O)Nc1ccc(F)cc1F | -9% | 2% | 3% | i | -12%
Going on with the list.
SMILES | M. tuberculosis HTS | PhoP GFP inhibition | H1N1 NS1A inhibition | inhibitors of VEEV | M. tuberculosis | others
O=C(COC(=O)CCC(=O)c1ccc(F)cc1)Nc1cccc(S(=O)(=O)N2CCOCC2)c1 | -2% | -6% | -4% | 0.4% | 5%
COc1ccc(NC(=O)CCN2CCC(C)CC2)cc1 | 3% | -8% | 6% | 1.9% | 2%
CCOc1ccc(NC(=O)CS(=O)CC(=O)N(CC(=O)NC(C)(C)C)C2CCCC2)cc1 (stereo not drawn) | -3% | -2% | 1% | 1.2% | 9%
COc1ccc2[nH]c(C)c(CCNC(=S)Nc3ccccc3C)c2c1 | -4% | -8% | -1% | 9.1% | ·
O=C(COC(=O)CCc1nc2ccccc2c(=O)[nH]1)Nc1ccccc1 | 1% | · | 0% | 0.6% | 0%
Cc1ccc(NC(=O)C(=O)NCCCN2CCOCC2)c(C)c1 | -5% | 9% | -7% | 1.9% | -5%
CCC1CCc2sc(C(=O)NCC(c3ccccc3OC)N3CCCC3)cc2C1 (stereo not drawn) | 17% | · | 4% | ? | 69%
CCOC(=O)c1ccc(NC(=O)CNC(=O)C23CC4CC(CC(C4)C2)C3)cc1 | -2% | -8% | 5% | 0.6% | 1%
CCN(C(=S)Nc1cccnc1)c1ccccc1 | -4% | 11% | 6% | 0.2% | -4%
O=C(NNC(=O)c1cc2ccccc2cc1O)Nc1ccc(F)cc1F | 0% | -8% | 8% | 2.7% | -15%
Cc1ccc2c(COC(=O)c3ccccc3Br)cc(=O)oc2c1 | 10% | -1% | 3% | i | 11%
CCCn1c(COc2ccccc2)nc2ccccc21 | 17% | 5% | -2% | i | 29%
COc1ccccc1Nc1nc(Cl)c(C=O)s1 | -2% | 29% | 4% | 4.2% | 16%
O=C(Nc1cccc2ncccc12)c1cc([N+](=O)[O-])ccc1Cl | 0% | 3% | -21% | 1.4% | -6%
Cc1cccn2c(=O)c(/C=N/O)c(N3CCCCC3)nc12 | 1% | -11% | -5% | 0.2% | 14%
O=C(NCc1ccccc1Cl)C1CCN(S(=O)(=O)N2CCOCC2)CC1 | 5% | 6% | -3% | 0.5% | 0%
CCOc1ccc(NC(=O)N(C2CCCC2)C2CCN(C(C)=O)CC2)cc1 | ? | 7% | 9% | 0.1% | 76%
O=c1c2c(nc3cc(-c4ccc(F)cc4)[nH]n13)CCCC2 | 8% | -5% | 2% | 4.7% | 1%
COCc1c(CCl)cnc(C)c1O | -5% | 2% | 1% | 1.2% | -8%
O=c1c2cn[nH]c2nc(SCc2c(F)cccc2F)n1-c1ccc(Cl)cc1 | 14% | 5% | -3% | ? | 36%
Cc1cccc(OCC(O)Cn2c(N3CCCCC3)nc3c2c(=O)[nH]c(=O)n3C)c1 (stereo not drawn) | -5% | 4% | 15% | i | 16%
O=C(COC(=O)/C=C/c1cccc(Br)c1)NCc1ccco1 | 50% | 0% | 12% | 1.3% | 29%
